High-throughput results as filed in PubChem BioAssay.
D2 ag: D2 dopamine receptor (human) agonism | P14416 | HEK293 T-REx D2 cells, calcium flux agonist mode | activation, % at 2 µM | hit rate 0.53% among 340,000;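 active = activation over 3 SD above normal in the single-dose calcium agonist read, cut at about 30% in these data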; note: 0% is about no effect
Target sequence (P14416 whole entry, looked up): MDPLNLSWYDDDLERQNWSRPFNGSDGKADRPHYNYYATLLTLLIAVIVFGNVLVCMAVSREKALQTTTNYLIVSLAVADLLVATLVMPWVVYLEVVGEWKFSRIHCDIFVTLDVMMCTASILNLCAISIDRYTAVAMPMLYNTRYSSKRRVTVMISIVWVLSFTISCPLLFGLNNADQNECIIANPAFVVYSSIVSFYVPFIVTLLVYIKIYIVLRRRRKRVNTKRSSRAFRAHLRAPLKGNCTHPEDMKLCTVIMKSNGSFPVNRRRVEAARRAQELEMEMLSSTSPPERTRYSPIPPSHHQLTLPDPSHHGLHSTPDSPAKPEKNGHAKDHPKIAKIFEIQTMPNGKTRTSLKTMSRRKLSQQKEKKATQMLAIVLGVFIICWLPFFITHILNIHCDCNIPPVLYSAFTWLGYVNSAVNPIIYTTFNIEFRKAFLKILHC
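In this primary screen, compounds producing a positive calcium signal within 180 s of addition to tetracycline-induced, force-coupled HEK293 Trex D2 cells are flagged; cells are dye-loaded with a no-wash calcium kit beforehand.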
USP1-UAF1 inh: inhibitors of human USP1/UAF1 deubiquitinase. O94782. recombinant USP1/UAF1, Ub-Rhodamine cleavage fluorescence. Potency, µM (doses to about 57.1 µM), without a hit: top-dose activity change, negative = inhibition, usual class: inhibitors. hit rate 0.23% among 390,000. AID 743255; note: potency is the fitted concentration of half-maximal effect; % is set by controls: 0 for no effect and ±100 for the full control effect; nearly all actives have a fitted effect of over 60% in size; inactives centre near -12
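Step one: compound is pinned into 1nM USP1/UAF1 in HEPES pH 7.8 buffer with TCEP. Step two: 15 min room-temperature incubation. Step three: Ub-Rho (150nM final) starts cleavage, tracked by fluorescence over six one-minute reads.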
TRHR ag: TRH receptor (human) agonism; activation, % at 2 µM; hit rate 0.18% among 360,000; TRHR cells, calcium flux fluo-8, FDSS agonist mode; P34981; in the data active = activation above about 30%; note: 0% is about no effect
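TRHR-expressing cells loaded with fluo-8 calcium dye; 23 nL library compound pin-transferred, kinetic FDSS fluorescence (Ex 480/Em 530) recorded about 180 s for agonist-induced calcium release, before a 10 nM TRH EC20 addition for potentiator mode.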
TRHR PAM: TRH receptor (human) allosteric enhancement. hit rate 0.66% among 360,000. P34981. enhancement, % at 2 µM. TRHR cells, fluo-8 calcium fluorescence, EC20 TRH enhancement; in the data active = enhancement above about 30%; note: 0% is about no effect
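Enhancer read-out: after compound pinning and an initial kinetic agonist-mode read, an EC20 of TRH (10 nM final) was injected and fluo-8 calcium signal (Ex 480/Em 530) followed at 1 s/cycle for 100 cycles in TRHR-expressing cells.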
rTrxR1 inhibitor: inhibitors of rat thioredoxin reductase 1 | hit rate 1% among 390,000 | recombinant rTrxR1, NADPH fluorescence consumption, selenite substrate | Potency, µM (top dose mostly 114 µM), for inactives: top-dose activity change, negative = inhibition, most hits filed as inhibitors; note: potency is the fitted concentration of half-maximal effect; % is set by controls: 0 for no effect and ±100 for the full control effect; nearly all actives have a fitted effect of over 65% in size
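Rat TrxR1 (90 nM in the dispensed reagent) was pre-reduced with 400 uM NADPH for 5 min at room temperature, then incubated with compound for 15 min. After 400 uM selenite was added, NADPH fluorescence (Ex 340/Em 450 nm) was followed for 8 min.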
mIDH1 inhibitor: blocks human mutant IDH1 R132H enzyme; Potency, µM (top dose mostly 76.6 µM), without a hit: top-dose activity change, negative = inhibition, most hits filed as inhibitors; hit rate 0.093% among 390,000; O75874; IDH1-R132H enzyme, NADPH consumption, diaphorase/resazurin fluorescence; note: potency is the fitted concentration of half-maximal effect; % is set by controls: 0 for no effect and ±100 for the full control effect; nearly all actives have a fitted effect of over 65% in size
Target sequence (O75874 whole entry R132H, stated change not applied): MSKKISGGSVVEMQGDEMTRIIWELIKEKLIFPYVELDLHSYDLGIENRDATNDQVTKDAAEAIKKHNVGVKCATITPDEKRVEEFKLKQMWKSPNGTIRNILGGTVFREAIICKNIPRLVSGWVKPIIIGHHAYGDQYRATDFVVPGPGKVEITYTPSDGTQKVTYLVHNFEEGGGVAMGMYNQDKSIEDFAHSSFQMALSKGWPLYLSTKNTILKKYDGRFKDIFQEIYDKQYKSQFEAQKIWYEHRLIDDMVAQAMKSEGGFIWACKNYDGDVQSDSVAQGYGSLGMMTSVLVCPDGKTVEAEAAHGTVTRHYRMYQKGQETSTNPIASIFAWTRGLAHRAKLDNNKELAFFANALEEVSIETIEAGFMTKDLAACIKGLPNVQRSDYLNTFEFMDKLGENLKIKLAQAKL
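IDH1-R132H (0.5 ug/mL) preincubated 30 min with compound, then NADPH (0.016 mM) and alpha-KG (2 mM) added; 80 min at RT, pH 7.5. Remaining NADPH coupled via diaphorase/resazurin to fluorescence (540/590 nm); concentration-response curves normalized to no-enzyme control.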
D2 antagonist: D2 dopamine receptor (human) antagonism; HEK293 TREx D2 cells, calcium flux, dopamine EC80; inhibition, % at 10 µM; hit rate 2% among 340,000; AID 485344; in the data active = inhibition above about 30%; note: 0% is about no effect
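Compounds are added to dye-loaded, induced HEK293 T-REx cells coupled to calcium release via D2; after a 3 min kinetic read an EC80 dopamine stimulus is given and fluorescence is recorded for 3 more min.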
TrxR1 substrate: substrates of rat thioredoxin reductase 1; purified TrxR1 substrate turnover, NADPH consumption readout; AID 588456; Potency, µM (doses to about 114 µM), for the others: at the top dose activity change, negative = substrate turnover; O89049; hit rate 0.01% among 390,000; note: potency is the fitted concentration of half-maximal effect; % is set by controls: 0 for no effect and ±100 for the full control effect; nearly all actives have a fitted effect of over 50% in size
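Rat TrxR1, dispensed at 90 nM, was prereduced with 400 uM NADPH (final) for 5 min at ~22 deg C, then incubated with compound 15 min before 400 uM selenite. A first-read NADPH fluorescence drop versus no-compound background flagged substrates.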
Pin1 inh: blocks the human prolyl isomerase Pin1; Q13526; Pin1 FP peptide displacement, HiFluor488, 10 min; Potency, µM (titrated, usually from 115 µM), without a hit: top-dose activity, negative = inhibition, hits mostly inhibitors; hit rate 0.009% among 390,000; active = well fitted inhibition curve with a large enough effect in the polarisation, with a control signal flat, not every such curve was filed as active; inconclusive = small, poorly fitted or top-dose-only effect, or effect the other way, or a change in a side signal; inactive = no such curve, though single readings can be large or run the other way; the % refers to the polarisation; note: potency is the fitted concentration of half-maximal effect; % is set by controls: 0 for no effect and ±100 for the full control effect
Target sequence (Q13526 whole entry, looked up): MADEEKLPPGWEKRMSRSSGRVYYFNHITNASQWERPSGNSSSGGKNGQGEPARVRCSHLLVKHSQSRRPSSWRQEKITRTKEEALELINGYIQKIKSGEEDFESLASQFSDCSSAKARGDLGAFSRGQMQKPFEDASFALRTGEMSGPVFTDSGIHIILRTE
An asterisk follows results filed as active; ? = inconclusive; · = no result given; [ ] = another dose, or the depositor's remark. Unless noted, calls come from the whole dose curve; as a rule, active = well fitted inhibition curve with a large enough effect; inconclusive = small, poorly fitted or top-dose-only effect; inactive = no such curve, though single readings can be large or run the other way.

SMILES	D2 ag	USP1-UAF1 inh	TRHR ag	TRHR PAM	rTrxR1 inhibitor	mIDH1 inhibitor	D2 antagonist	TrxR1 substrate	Pin1 inh
O=C(O)c1ccc(NC(=O)C2C3CCC(O3)C2C(=O)O)cc1 (configuration not stated)	1.6	-25%	0.8	5	16%	-1%	-3	0%	-2%
COc1ccc(-c2n[nH]c(=S)n2-c2ccc(C)cc2)cc1OC	0.6	-5%	0.6	-3	-21%	4%	8	9%	-4%
CCC(=O)Nc1cccc(C2=NOC3(C2)C[C@@H](C(N)=O)N(C(=O)c2cc([N+](=O)[O-])cc([N+](=O)[O-])c2)C3)c1 (some centres not stated)	-0.1	-28%	0.0	4	12%[57.1 µM]	-16%	-12	-11%	0%
C/C(=N\Nc1ccc(Cl)c(C(=O)O)c1)c1ccc[nH]1	0.6	-19%	0.5	26	-12%	0%	6	-1%	-10%
O=C(/C=C/c1ccc(Cl)cc1)N1CCN(c2ccc([N+](=O)[O-])c(N3CCOCC3)c2)CC1	-1.4	-22%	-1.1	0	7%	10%	-7	-5%	?
Brc1cccc(-c2nc(-c3ccncc3)no2)c1	0.5	-18%	-0.7	3	14%[57.1 µM]	3%	41*	-1%	5%
Cc1nc2c3ccccc3nc(NNC(=O)CCC(=O)N3CCN(c4cccc(C(F)(F)F)c4)CC3)n2n1	-1.6	-4%	0.1	-2	6%	23%	·	-4%	0%
O=C(NCC(c1cccs1)N1CCOCC1)c1ccc([N+](=O)[O-])cc1 (configuration not stated)	0.2	0%	-1.0	-11	9%[57.1 µM]	8%	21	4%[57.1 µM]	0%
CCCCCCCCNC(=O)C(CCC(=O)OCc1ccccc1)NC(C)=O (configuration not stated)	-2.4	0%	-1.0	4	9%	8%	-6	-7%	1%
Oc1ccc(CNc2ccc(F)cc2)c2cccnc12	-0.7	?	1.4	0	0.63µM*	7%	-3	4%	?
CCCC(=O)N1CCN(c2nnc(-c3ccccc3)c3ccccc23)CC1	0.2	3%	-0.9	1	-4%	1%	-7	-11%	-8%
O=C(O)CCn1nnc(-c2ccccc2)n1	2.4	-11%	0.1	3	13%[57.1 µM]	1%	12	1%[57.1 µM]	-1%
CCOc1ccc(Br)cc1C(=S)N1CCCC1	0.1	-8%	-0.4	-7	7%	-1%	3	0%	1%
Cc1ccc(-n2ncc3c2CC(C)(C)CC3NC(=O)CCc2cccnc2)cc1 (configuration not stated)	-0.1	1%	-0.8	6	10%	-1%	3	3%	7%
Cc1cccc(OCCCC(=O)Nc2ccc(Cl)c(S(=O)(=O)N3CCOCC3)c2)c1	0.3	-10%	0.1	-2	11%	3%	28	-7%	1%
COc1cc(CC(=O)Nc2ccc(S(=O)(=O)Nc3ncccn3)cc2)cc(OC)c1OC	-0.6	-7%	0.2	27	-4%	0%	-15	-1%	10%
COc1ccc(N2C(=O)CCSC23C(=O)N(Cc2ccc(F)cc2)c2ccccc23)cc1Cl (configuration not stated)	-0.1	-20%	0.5	18	15%	?	·	-4%	1%
O=C(/C=C/c1ccccc1[N+](=O)[O-])NCCCN1CCCC1=O	0.4	-5%	0.3	-4	-4%	-6%	6	-5%	2%
COc1ccc(/C=C/C(=O)N(Cc2ccccc2)c2ccccn2)cc1OC	-0.4	-14%	0.1	6	15%	-3%	10	-2%	0%
CC1CN(CC(=O)N2CCc3[nH]c4ccccc4c3C2)CC(C)O1 (configuration not stated)	·	-7%	0.1	1	0%[57.1 µM]	4%	·	6%[57.1 µM]	-10%

4 of the compounds above, with bars between the fields.
canonical_smiles | D2 ag | USP1-UAF1 inh | TRHR ag | TRHR PAM | rTrxR1 inhibitor | mIDH1 inhibitor | D2 antagonist | TrxR1 substrate | Pin1 inh
Cc1cccc(OCCCC(=O)Nc2ccc(Cl)c(S(=O)(=O)N3CCOCC3)c2)c1 | 0.3 | -10% | 0.1 | -2 | 11% | 3% | 28 | -7% | 1%
COc1cc(CC(=O)Nc2ccc(S(=O)(=O)Nc3ncccn3)cc2)cc(OC)c1OC | -0.6 | -7% | 0.2 | 27 | -4% | 0% | -15 | -1% | 10%
COc1ccc(N2C(=O)CCSC23C(=O)N(Cc2ccc(F)cc2)c2ccccc23)cc1Cl (configuration not stated) | -0.1 | -20% | 0.5 | 18 | 15% | ? | · | -4% | 1%
O=C(/C=C/c1ccccc1[N+](=O)[O-])NCCCN1CCCC1=O | 0.4 | -5% | 0.3 | -4 | -4% | -6% | 6 | -5% | 2%

Remaining list, next part
SMILES	D2 ag	USP1-UAF1 inh	TRHR ag	TRHR PAM	rTrxR1 inhibitor	mIDH1 inhibitor	D2 antagonist	TrxR1 substrate	Pin1 inh
COc1ccc(N(C)S(=O)(=O)c2ccc3c(c2)CCN3C(=O)CCC(=O)O)cc1	0.2	?	0.1	0	27%	32%[activator]	·	6%	-3%
CCN(CC(=O)Nc1c(F)cccc1F)C(=O)CCc1nc2cc(S(=O)(=O)N(C)C)ccc2n1CC	0.0	-15%	0.2	0	14%	2%	11	6%	5%
CCCS(=O)(=O)N1CCN(Cc2c[nH]c3ccccc23)CC1	-0.1	-7%	0.1	16	-2%	-7%	11	-5%	-2%
O=C1NCC(Nc2ccccc2Cl)C(=O)N1 (configuration not stated)	·	?	·	·	-1%[2.29 µM]	-1%	·	6%[57.1 µM]	-4%
COc1cc(CNc2ccc3[nH]c(=O)[nH]c3c2)ccc1OCc1ccccc1	0.2	-12%	1.3	-4	1%	1%	-5	-4%	-3%
O=C(Nc1ccccc1)c1ccc(-c2ccc([N+](=O)[O-])cc2)o1	·	-9%	-1.4	-5	?	4%	·	10%[57.1 µM]	23%
Cc1c(C(=O)O)sc(=S)n1-c1ccccc1	-0.7	7%	0.4	0	-1%	7%	2	-16%	3%
O=C1[C@@H]2[C@H](C(=O)N1Cc1ccco1)[C@H]1C=C[C@@H]2C1	0.4	-11%	0.8	0	4%	0%	14	12%	11%
Cc1ccc(C2=Nc3ccccc3N(C(=O)c3ccccc3)C(C)C2)cc1 (configuration not stated)	0.7	-7%	0.7	7	-3%	1%	-16	-8%	30%[activator]
COc1cccc(C2CC(c3ccc(F)cc3)Nc3nc(N)nn32)c1 (configuration not stated)	1.1	-24%	0.0	2	20%	3%	-20	7%	-11%
O=c1c2ccccc2nc(SCc2nnc(-c3ccccc3Br)o2)n1-c1ccccc1	-0.8	-16%	0.2	-6	22%	-1%	-13	6%	22%
CSCC(=O)N1CCC(n2nccc2NC(=O)CCc2ccccc2)CC1	-3.5	-13%	-0.1	-5	-9%	9%	-8	-2%	?
CCOc1cccc(C2c3c(oc4ccc(F)cc4c3=O)C(=O)N2CCc2ccc(OC)cc2)c1 (configuration not stated)	0.2	-18%	-0.8	8	28%	-4%	·	8%	-6%
Cc1ccccc1NC(=O)Cn1c(CCC(=O)O)ccc1-c1cccs1	2.2	-15%	0.2	3	-3%[57.1 µM]	-6%	6	5%[57.1 µM]	-2%
CCC(c1nnnn1Cc1ccco1)N(Cc1cc2cc(C)cc(C)c2[nH]c1=O)CC1CCCO1 (configuration not stated)	0.9	-10%	-0.4	5	?	-2%	3	8%	26%
CCOc1ccc(C(=O)Cc2cc3cccc(OC)c3oc2=O)cc1	0.4	-15%	-0.3	-5	14%	4%	-13	2%	5%
O=C(CSc1nnc(NC(=O)c2c(F)cccc2Cl)s1)Nc1ccccc1F	-1.7	-14%	0.5	-3	9%	-1%	0	-1%	3%
COc1ccc(OC)c(NC(=O)CSc2c3c(nc4cc(Cl)ccc24)CCCC3)c1	-1.0	?	-1.1	-3	16%	11%	·	4%	-1%
O=C1CN(C(=O)N[C@@H](Cc2ccccc2)C(=O)N[C@@H](Cc2ccccc2)C(=O)O)c2ccccc2N1	0.0	-19%	0.0	-1	12%[57.1 µM]	-9%	13	8%[57.1 µM]	-2%
CN(C)Cc1nnnn1-c1ccccc1	1.4	0%	0.6	5	13%[11.4 µM]	6%	-2	6%[57.1 µM]	-1%
CCCCOc1ccc(CSC(=N)N)cc1[N+](=O)[O-]	1.4	-3%	3.5	-6	-3%	-1%	2	-3%	-5%
CC(=O)Nc1ccc(S(=O)(=O)NCCC(=O)OCC(=O)c2ccc(Br)cc2)cc1	0.6	-6%	-0.5	10	?	1%	5	-6%	-8%
Cc1ccc(C(=O)N(C)c2nnc(-c3ccncc3)s2)cc1	-0.5	3%	-0.1	-3	15%[57.1 µM]	5%	8	8%	22%
O=C(CSc1nncs1)NNC(=O)c1ccccc1Br	·	-11%	·	·	-1%[2.29 µM]	-7%	·	-5%[2.29 µM]	2%
CC1=C(C(=O)O)N2C(=O)C(NC(=O)c3nn(C)cc3Cl)C2SC1 (configuration not stated)	0.2	-21%	0.3	8	-3%[57.1 µM]	1%	6	4%[57.1 µM]	-6%
Cc1ccccc1CNC(=O)CN1C(=O)C2CCCCN2c2ccc(C(=O)N3CCCC3)cc21 (configuration not stated)	-2.1	?	-0.8	3	8%[57.1 µM]	-13%	·	-5%[57.1 µM]	-9%
Cc1nn(Cc2ccc(F)cc2)c2sc(C(=O)Nc3ccc(N4CCOCC4)cc3N3CCOCC3)cc12	0.0	-22%	-0.3	7	3%	-1%	15	1%	0%
CCOc1ccc(/C=N/n2c(SC)nnc(C(C)(C)C)c2=O)cc1	-0.2	-15%	0.1	-3	5%[57.1 µM]	-1%	15	5%[57.1 µM]	-6%
O=C(Oc1ccc(N(Cc2cccs2)C2=NS(=O)(=O)c3ccccc32)cc1)c1ccccc1F	0.0	-14%	0.4	-5	4%	2%	22	11%	-4%
c1ccc(CN2CCCC3(CCCN(Cc4nc(COc5ccccc5)no4)C3)C2)cc1 (configuration not stated)	0.5	-9%	0.1	-2	5%	2%	4	-4%	1%
CSc1nnc(NC(=O)c2cc(=O)c3cc(C)cc(C)c3o2)s1	8.7	-17%	-0.9	9	-14%	2%	-6	1%[57.1 µM]	?
CC1=C([N+](=O)[O-])C(c2ccccc2)C2=C(N1)c1ccccc1C2=O (configuration not stated)	0.1	-6%	0.1	2	-25%	-1%	-7	-9%	-2%
Oc1ccc(C=Nc2ccc(N3CCOCC3)cc2)c(O)c1	0.2	-12%	0.6	11	-25%	7%	20	-6%	93%[activator]

The list is partial (hit frequency here may not be typical).
